# Neddyl block = inhibitors of human cullin neddylation; P61081+Q13564; TR-FRET cullin neddylation, biochemical; calls only at 25 µM; hit rate 0.58% among 360,000; in the data active = inhibition above about 36%
# Scp1 inh = Scp-1 (human) phosphatase inhibition. Q9GZU7. Recombinant Scp1, phosphopeptide, malachite green phosphate absorbance. inhibition, % at 20 µM. hit rate 0.88% among 340,000. AID 493091;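 active = inhibition above about 50% at 20 µM, limit read from the data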;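 note: plate controls were DMSO wells with enzyme for no effect and wells lacking enzyme for full effect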
# Target sequence (Q9GZU7 76-261 limits assumed): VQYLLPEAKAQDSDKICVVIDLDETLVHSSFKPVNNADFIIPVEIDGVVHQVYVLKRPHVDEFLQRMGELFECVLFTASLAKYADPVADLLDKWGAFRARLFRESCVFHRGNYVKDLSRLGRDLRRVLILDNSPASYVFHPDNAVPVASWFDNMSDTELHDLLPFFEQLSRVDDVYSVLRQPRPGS
#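 Times: enzyme reaction 45 min at room temperature, colour 5 min, stabilisation 30 min. Material: SCP-1 catalytic fragment, aa 76-261. Medium: Acidic Tris acetate buffer with magnesium and detergent. Signal: colorimetric free-phosphate detection, absorbance 630 nm. Read-out basis: % inhibition of SCP-1 phosphate liberation. Reagent: Phosphorylated 17-residue peptide substrate.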
# STEP inh = STEP (human) phosphatase inhibition. P54829. hit rate 0.25% among 360,000. recombinant STEP, OMFP fluorogenic substrate, fluorescence. AID 588621. inhibition, % at 20 µM;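 active = inhibition at 20 µM, scaled per plate between control wells, above about 37%, limit read from the data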;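 note: 0% = DMSO with enzyme and substrate and 100% = substrate only without enzyme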
# Target sequence (P54829 whole entry, looked up): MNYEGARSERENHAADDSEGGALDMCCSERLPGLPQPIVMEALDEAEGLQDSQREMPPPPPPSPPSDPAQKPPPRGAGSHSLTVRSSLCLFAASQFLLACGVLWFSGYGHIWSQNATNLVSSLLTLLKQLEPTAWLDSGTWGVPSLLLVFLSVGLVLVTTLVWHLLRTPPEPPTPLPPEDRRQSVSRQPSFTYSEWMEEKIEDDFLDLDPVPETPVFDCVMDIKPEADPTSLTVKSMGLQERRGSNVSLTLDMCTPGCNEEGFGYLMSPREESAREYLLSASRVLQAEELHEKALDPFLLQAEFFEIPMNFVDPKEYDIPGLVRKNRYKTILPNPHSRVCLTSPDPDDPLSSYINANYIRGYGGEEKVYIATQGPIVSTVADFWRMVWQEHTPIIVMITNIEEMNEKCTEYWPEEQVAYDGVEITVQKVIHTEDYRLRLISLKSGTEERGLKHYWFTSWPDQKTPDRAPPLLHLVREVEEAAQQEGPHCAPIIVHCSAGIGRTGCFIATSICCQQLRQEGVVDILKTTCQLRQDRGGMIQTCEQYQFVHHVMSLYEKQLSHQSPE
#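 System: STEP (striatal-enriched tyrosine phosphatase) enzyme, cell-free; medium: Bis-Tris pH 6.0 buffer with DTT, detergent; dosing: 20 µM, 1% DMSO; times: reaction 20 min, ambient temperature; detection: fluorescence, 480/540 nm; read-out basis: normalized % inhibition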
# LMPTP block = blocks human LMPTP phosphatase | P24666 | recombinant LMPTP-A, OMFP fluorogenic substrate, fluorescence intensity | inhibition, % at 20 µM | hit rate 0.22% among 360,000;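 active = compounds that cut the enzyme signal by at least half of the control window in the single-dose screen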;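 note: plate controls were DMSO wells with enzyme plus substrate for no effect and substrate without enzyme for full effect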
# Target sequence (P24666 whole entry, looked up): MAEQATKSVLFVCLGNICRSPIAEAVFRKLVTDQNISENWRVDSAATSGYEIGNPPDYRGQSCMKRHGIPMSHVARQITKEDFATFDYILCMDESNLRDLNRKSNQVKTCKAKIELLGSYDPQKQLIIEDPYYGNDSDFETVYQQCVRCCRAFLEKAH
#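 Assay system: LMPTP-A phosphatase enzyme | Input: 0.625 nM enzyme | Also added: Fluorogenic phosphatase substrate OMFP at 400 µM final | Compound dosing: One test concentration per compound, 20 µM, with 3% DMSO overall | Schedule: 50 min enzyme reaction at room temperature, protected from light | Signal: Fluorescence intensity | Benchmarks: no-enzyme and uninhibited controls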
# SUMO1 PPI mod = modulators of human SUMO1-mediated protein-protein interactions | hit rate 0.33% among 360,000 | P63165 | SUMO1 binding to a labelled peptide, TR-FRET, 1 h | AID 602429 | inhibition, % at 20 µM; in the data active = inhibition above about 37%
# Target sequence (P63165 whole entry, looked up): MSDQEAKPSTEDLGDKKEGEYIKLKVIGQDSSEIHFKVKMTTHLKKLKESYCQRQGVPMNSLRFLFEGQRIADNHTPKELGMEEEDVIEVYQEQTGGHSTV
# Tb MetRS inh = blocks T. brucei methionyl-tRNA synthetase activity; AID 624268; inhibition, % at 11.9 µM; purified T. brucei MetRS, ATP depletion, Kinase-Glo luminescence; hit rate 0.4% among 360,000;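 active = inhibition above a per-plate cutoff of the control wells' mean inhibition plus 3 SD, cut at about 5.5% in these data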;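 note: 0% = DMSO wells median and 100% = median of wells with control inhibitor compound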
#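 Assay system: T. brucei methionyl-tRNA synthetase, purified | Medium: HEPES buffer with MgCl2, KCl, DTT, spermine, BSA, pyrophosphatase | Compound: 11.9 µM single point | Incubation: 15 min enzyme-compound preincubation, 2 h reaction, 10 min detection, 25 °C | Measured by: Kinase-Glo luciferase luminescence reporting remaining unconsumed ATP | Measure: % inhibition normalized to control-well medians | Replication: Singlicate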
# DNMT1 block = blocks human DNA methyltransferase DNMT1 | AID 588458 | inhibition (reported as % activation of signal), % at 10 µM | DNMT1 molecular beacon, Hinp1I cleavage, fluorescence | hit rate 0.83% among 360,000 | P26358; in the data active = inhibition above about 50%
# NadD block = blocks S. aureus nicotinate mononucleotide adenylyltransferase | purified NadD enzyme, colorimetric absorbance read-out | inhibition, % at 20 µM | hit rate 0.78% among 360,000; in the data active = inhibition above about 26%; note: some compounds past the cut are filed as inactive
# CendR NRP1 mod = NRP-1/CendR interaction modulation | hit rate 0.85% among 360,000 | inhibition, % at 25 µM | FAM-RPARPAR peptide binding to NRP-1, fluorescence polarization;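 active = inhibition or corrected inhibition above about 18%, plus a signal ratio from 0.5 to 1.5, limit read from the data, passing the limit was not always enough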; note: strong numbers were not always called active
# SKN-1 block = inhibitors of C. elegans SKN-1 | C. elegans VP596 Pgst-4::GFP/RFP ratio, acrylamide-induced, 24 h | inhibition, % at 21.8 µM | hit rate 0.49% among 360,000 | AID 624304;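 active = interference check ratio from 0.5 to 1.5 plus GFP to RFP signal ratio inhibition reaching or exceeding a fixed threshold, cut at about 30% in these data, passing the limit was not always enough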; note: some compounds called inactive have numbers as strong as hits
# Starred values were filed as active, the others as inactive; i = inactive; . = no result given.
SMILES,Neddyl block,Scp1 inh,STEP inh,LMPTP block,SUMO1 PPI mod,Tb MetRS inh,DNMT1 block,NadD block,CendR NRP1 mod,SKN-1 block
O=C(O)c1ccccc1C(=O)NCc1ccccc1,i,-12,-4,-2.2,-1,-0.5,4,-6,3,4
COC(=O)C1CN(Cc2ccccc2)C(=O)C1=O (stereo unspecified),i,-5,1,-1.2,-2,-0.4,5,1,7,-10
Cn1c(O)c(N=NC(=O)Cc2c[nH]c3ccccc23)c2ccccc21,i,-8,-1,-0.2,-27,-0.3,8,5,-2,15
O=C1C(Cl)=C(NCc2ccco2)C(=O)c2ccccc21,i,1,1,1.5,-30,0.1,10,-1,12,23
COc1ccc(S(=O)(=O)N2CCN(C(=O)[C@H](Cc3ccccc3)NC(=O)c3ccco3)CC2)cc1,i,-6,-4,-0.4,-3,-0.2,-3,-2,3,-21
CC(=O)N(Cc1cc(=O)[nH]c2ccccc12)c1ccc(C)cc1,i,-3,4,0.8,3,0.2,0,-3,15,-6
COc1ccc(N2C(=O)CC(N(CCc3ccccc3)C(=O)/C=C/C(=O)O)C2=O)cc1 (stereo unspecified),i,-1,3,-0.7,0,0.0,0,4,-5,-17
CCN(CC)S(=O)(=O)c1ccc(O)c(C(=O)OCC(=O)Nc2ccc(OC(F)(F)F)cc2)c1,i,-1,2,-0.5,0,-0.7,1,-1,2,0
COC(/C=C/Nc1ccc(Br)cc1)=C(C#N)C#N,i,-4,-2,-0.1,-4,0.1,-2,1,7,-5
CCC(=O)NC1=C(Cl)C(=O)C(NC(=O)CC)=C(Cl)C1=O,i,25,-1,0.3,-5,0.8,-8,6,-3,18
COc1ccc(C2=NN(C(C)=O)C(c3cccs3)C2)cc1OC (stereo unspecified),i,-10,2,0.1,-8,-0.6,-3,-1,-8,21
Cc1cccn2cc(CCNS(=O)(=O)c3cccc([N+](=O)[O-])c3)nc12,i,-5,0,0.2,-23,0.0,-3,-4,11,-1
CCn1c(SCC(=O)O)nnc1-c1ccccc1,i,-1,-1,-2.1,-1,0.2,0,1,7,-2
Cc1ccccc1-n1c(C)nnc1SCC(=O)NNC(=O)c1ccccc1,i,-5,1,-0.4,0,0.1,7,-9,-7,8
CN(Cc1c(C(=O)N/N=C/c2ccc(O)cc2)nnn1-c1nonc1N)C1CCCCC1,i,0,-2,-0.9,-3,-0.4,18,11,15,-1
O=c1c2ccccc2c(-c2ccccc2)nn1Cc1ccc(Cl)cc1,i,-5,0,4.7,-3,-0.9,-1,-2,5,5
CN(Cc1ccccc1)C(=O)[C@H]1CCC(=O)N1Cc1ccco1,i,-3,-1,-1.0,-1,-0.2,0,-3,-9,6
CCOC(=O)c1ccc(NC(=O)c2nc[nH]c2C(=O)N(C)Cc2ccccc2)cc1,i,12,1,0.0,3,0.3,4,1,7,-9
COc1ccccc1-c1nnc2sc(COc3ccccc3)nn12,i,0,1,-0.2,1,0.7,3,-2,-4,-22
O=C(O)c1[nH]c2ccc(Cl)cc2c1CC(=O)N1CCN(c2ccccc2)CC1,i,0,4,1.4,4,-0.2,-3,9,-4,22

# Looked up by structure from above:
SMILES,Neddyl block,Scp1 inh,STEP inh,LMPTP block,SUMO1 PPI mod,Tb MetRS inh,DNMT1 block,NadD block,CendR NRP1 mod,SKN-1 block
CCC(=O)NC1=C(Cl)C(=O)C(NC(=O)CC)=C(Cl)C1=O,i,25,-1,0.3,-5,0.8,-8,6,-3,18
COc1ccccc1-c1nnc2sc(COc3ccccc3)nn12,i,0,1,-0.2,1,0.7,3,-2,-4,-22
O=C(O)c1ccccc1C(=O)NCc1ccccc1,i,-12,-4,-2.2,-1,-0.5,4,-6,3,4
COC(=O)C1CN(Cc2ccccc2)C(=O)C1=O (stereo unspecified),i,-5,1,-1.2,-2,-0.4,5,1,7,-10
CN(Cc1c(C(=O)N/N=C/c2ccc(O)cc2)nnn1-c1nonc1N)C1CCCCC1,i,0,-2,-0.9,-3,-0.4,18,11,15,-1
CCn1c(SCC(=O)O)nnc1-c1ccccc1,i,-1,-1,-2.1,-1,0.2,0,1,7,-2

# (next part)
SMILES,Neddyl block,Scp1 inh,STEP inh,LMPTP block,SUMO1 PPI mod,Tb MetRS inh,DNMT1 block,NadD block,CendR NRP1 mod,SKN-1 block
COc1ccc(C(=O)NC(=S)NCc2ccco2)cc1OC,i,-10,-1,0.0,-2,-0.3,-4,1,-16,-3
CCOc1ncccc1C(=O)Nc1ccc2c(c1)OCO2,i,-5,-1,-0.3,-4,0.3,3,-5,-5,6
COC(=O)Cc1c[nH]c2cccc(OCC(O)CN(Cc3ccccc3)C(C)C)c12 (stereo unspecified),i,-8,-2,-1.1,2,-0.1,-3,2,11,-2
COc1ccc(CCNC(=O)CN2C(=O)COc3ccc(S(=O)(=O)N4CCOCC4)cc32)cc1OC,i,44,-1,-1.0,4,0.3,2,-4,2,6
CN(C(=S)SCc1ccccc1)C1CCS(=O)(=O)C1 (stereo unspecified),i,-2,-1,0.4,-3,-0.8,1,-1,4,4
O=C(O)c1ccc(NC2=C(Cl)C(=O)c3ccccc3C2=O)cc1,i,-1,7,2.8,-8,0.1,-11,-5,29*,9
OC(CNCC1(N2CCCCC2)CCCCC1)COc1ccc(Cl)cc1Cl (stereo unspecified),i,2,-1,-1.4,-1,2.4,1,-10,3,-10
COc1ccc(CCNC(=O)c2cc(=O)c3ccc(C)cc3o2)cc1OC,i,-9,1,0.8,-12,-0.8,3,-6,12,-2
O=C(c1ccccc1Sc1c(Cl)cccc1[N+](=O)[O-])N1CCOCC1,i,-2,-3,-3.0,-12,0.7,3,1,10,-6
Cc1ccccc1-n1c(C)cc(/C=N/Nc2ccc([N+](=O)[O-])cn2)c1C,i,12,-2,2.5,-19,-0.6,2,26,-28,24
COc1ccc(N2CCN(S(=O)(=O)c3ccc(OC)cc3)CC2)cc1,i,-5,2,1.2,-2,0.2,-9,5,5,1
COc1cc(/C=C2/NC(=O)N(Cc3ccccc3F)C2=O)ccc1O,i,-1,-1,0.8,-21,-0.2,-10,0,4,5
COc1cccc(OCCCOc2ccccc2C(C)C)c1,i,-15,0,0.4,17,-0.1,-2,8,-5,6
CC(C)NC(=O)CSc1nnc(-c2ccc(C(C)(C)C)cc2)n1C,i,0,-2,-2.3,1,-1.6,8,2,0,-4
Cc1ccc2[nH]c(C(=O)NN=C3CCCCC3)c(-c3ccccc3)c2c1,i,4,-3,-0.1,1,-0.2,-2,5,6,-4
Cc1ccc(Nc2nnc(SCC(=O)NCCN3C(=O)CSC3=O)s2)cc1C,i,-6,-1,0.1,12,-0.3,-5,-2,0,16
Clc1ccc2nc(-c3cccc(SC4CCCCC4)c3)c(NCc3ccccc3)n2c1,.,16,6,5.1,6,-0.2,4,10,-9,24
O=C(NCCc1ccc(C(F)(F)F)cc1)C1CC(=O)N(Cc2ccccc2)C1 (stereo unspecified),i,-6,5,-0.5,-1,-0.2,-3,-2,2,9
O=C(CCc1c[nH]c2ccccc12)N1CCN(c2ccc(F)cc2)CC1,i,-11,4,0.3,2,-0.6,0,2,0,11
CCOc1ccc(NC(=NCc2ccc3c(c2)OCO3)SC2CC(=O)N(c3ccc(C(=O)O)cc3)C2=O)cc1 (stereo unspecified),i,20,1,3.6,10,-0.7,-2,20,6,-7
Cc1ccc2c(Cl)cc(Cl)c(O)c2n1,i,11,4,1.6,-18,-0.5,-4,8,8,6
Cc1cc(OC(C)C(=O)NCCc2c[nH]c3ccccc23)c2c(C)cc(=O)oc2c1 (stereo unspecified),i,-1,2,0.5,-3,0.5,-2,0,-5,0
c1coc(-c2nc(-c3ccco3)c(-c3ccco3)nc2-c2ccco2)c1,i,93*,94*,82*,83*,0.4,117*,46*,-36,2
O=C(Nc1ccccc1Oc1ccccc1)c1cccs1,i,-18,1,0.4,1,-0.2,1,-5,0,42*
CCNc1nc(NCC)n2c(SCC(=O)Nc3ccccc3C(F)(F)F)nnc2n1,i,48,2,2.9,14,-0.4,14,-2,-4,7
O=C(COc1ccc(F)cc1)Nc1ccc2c(c1)OCCO2,i,-1,-1,0.4,-15,-1.2,0,-3,8,-6
CC(C)C(=O)N(Cc1cc(=O)[nH]c2ccccc12)c1ccccc1,i,2,-4,-1.2,0,-0.8,2,3,16,-3
CCCNC(=O)COc1cccc(C(=O)NCc2ccccc2)c1,i,-6,2,-1.7,0,-0.8,-1,-5,14,2
CCCCN(C(=O)CNC(=O)c1ccco1)C(C(=O)NC1CCCCC1)c1cccnc1 (stereo unspecified),i,-7,1,-1.1,4,0.2,0,-2,0,10
COCCN=C1OC(=O)N2C(=O)C3=C4[C@@H](C[C@H]5C(=O)N(c6ccccc6)C(=O)[C@H]5[C@H]4[C@@]12Cc1ccccc1)[C@H]1C(=O)N(c2ccccc2)C(=O)[C@H]1[C@H]3C,i,0,3,1.9,-12,0.0,-29,7,16,14
COc1ccc(C(=O)Nc2ccc(NC(=O)Cc3ccccc3)cn2)cc1,i,3,11,-2.0,3,-0.1,-4,-2,11,-4
COc1ccc(C)cc1NC(=O)c1ccc(-c2ccc(C(C)=O)cc2)o1,.,.,5,2.2,4,-0.1,-10,-9,-6,-2
COc1ccccc1CC(=O)Nc1ccc2c(C)cc(=O)oc2c1,.,-1,-3,-1.5,-3,0.1,-1,-6,10,16
Cc1cccc2c1OCC/C2=N\NC(=O)COc1ccccc1,i,2,-1,0.7,1,-0.7,0,-5,-1,-6
CC(Sc1ccccn1)C(=O)Nc1ccc2c(c1)OCO2 (stereo unspecified),i,-5,0,-0.9,1,-0.1,-9,6,6,8
CC1(C(=O)NS(=O)(=O)C2CC2)CCCN(C(=O)COCc2ccccc2)C1 (stereo unspecified),i,.,-4,-1.5,5,-0.4,1,0,4,8
COc1cc(CNc2ccc(N3CCOCC3)cc2)cc(Br)c1OC,i,0,0,0.6,-2,-0.3,-11,-4,-2,-1
CCOc1ccc(S(=O)(=O)N/N=C2/CCCC(=O)C2)cc1,i,-1,0,-0.9,-4,-0.3,0,2,4,-3
COc1ccc(CCN(C)C(=O)CNC(=O)Cc2cccc3ccccc23)cc1OC,i,-10,-3,-9.0,-5,-0.2,-2,2,3,19
Cc1c(C(=O)N2CCN(Cc3cccs3)CC2)oc2ccccc12,i,-5,-2,-0.2,3,-0.4,-1,5,14,-21
O=C(Nc1ccc([N+](=O)[O-])cc1)c1ccccc1F,i,-7,0,-0.1,-20,-0.4,5,1,4,28

# Source: PubChem BioAssay
